NPYLR7 agonist = activates Aedes aegypti NPYLR7 receptor; activation, % at 10 µM; HEK293T NPYLR7/Galpha15, GCaMP6s calcium fluorescence; 0.15% of 270,000 active; AID 1259423; in the data active = activation above about 40%;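 note: 0% = vehicle and 100% = reference agonist at the receptor; some compounds past the cut are filed as inactive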
mcGAS inh = blocks mouse cGAS activity; recombinant cGAS, Kinase-Glo ATP depletion luminescence; inhibition, % at 12.5 µM; 0.15% of 160,000 active; AID 1259399;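 note: 0% = negative control wells and 100% = reference inhibitor with no enzyme activity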
hcGAS lum = blocks human cGAS activity. Q8N884. recombinant h-cGAS, ATP depletion, Kinase-Glo luminescence. inhibition, % at 12.5 µM. 0.081% of 290,000 active;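 note: 0% = vehicle reaction and 100% = reaction without DNA for no activity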
Target sequence (Q8N884 whole entry, looked up): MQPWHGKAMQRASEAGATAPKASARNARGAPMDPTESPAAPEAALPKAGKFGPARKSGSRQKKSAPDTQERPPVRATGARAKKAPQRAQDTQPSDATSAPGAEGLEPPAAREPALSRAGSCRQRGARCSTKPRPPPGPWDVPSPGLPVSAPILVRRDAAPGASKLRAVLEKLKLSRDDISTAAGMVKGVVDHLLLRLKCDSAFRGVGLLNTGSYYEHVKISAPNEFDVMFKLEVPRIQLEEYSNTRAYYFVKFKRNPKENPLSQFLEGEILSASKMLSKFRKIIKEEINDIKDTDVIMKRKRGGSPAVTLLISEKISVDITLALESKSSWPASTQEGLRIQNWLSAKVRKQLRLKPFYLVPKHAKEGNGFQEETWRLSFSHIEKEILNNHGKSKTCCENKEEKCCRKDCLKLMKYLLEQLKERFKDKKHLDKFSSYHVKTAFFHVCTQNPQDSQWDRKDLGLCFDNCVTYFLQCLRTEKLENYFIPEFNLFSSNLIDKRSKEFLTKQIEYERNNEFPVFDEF
Starred values were filed as active, the others as inactive; x = not tested or not shown; & = joins results of further samples. Cut-off read from the data, not from the text of the source, unless noted: active = inhibition above about 40%; inactive = the rest.

SMILES	NPYLR7 agonist	mcGAS inh	hcGAS lum
Cc1ccnc(Nc2ccc(N3CCN(C(=O)/C=C/c4ccccc4)CC3)nn2)c1	10	x	-7
CC(C)(C)CN1CC(N)CC1=O (stereo unspecified)	-4	x	-6
Fc1ccc(C2=Nc3ncnn3C(c3ccco3)C2)cc1 (stereo unspecified)	2&-1&24	-4	-8&-3&-7
CCNC(=O)CSc1nnc(C2CCS(=O)(=O)C2)o1 (stereo unspecified)	6	x	-4
O=c1cc(CSc2ccccn2)n(CCc2ccccc2)c2nc3ccccc3n12	-1	x	-3
Cc1noc(C(C)N2CCN(Cc3cccnc3)CC2)n1 (stereo unspecified)	2	x	-7
Cc1nc(NCCNC(=O)c2ccccc2)cc(N(C)C)n1	1	x	-2
CNc1cncc(-c2ccccc2N(C)C)n1	-1	x	-10
O=C(NC[C@H]1C[C@H]2C=C[C@H]1C21CC1)c1cc(COc2ccc(F)cc2F)on1	5	-12	-5
Cc1ccc(N=C2NC(=O)C(Cc3nc(C)nn3-c3ccc(F)cc3)S2)cc1 (stereo unspecified)	-4	x	-8
O=C(CNC(=O)c1ccc(C(F)(F)F)cc1)Nc1ccc2c(c1)OCCCO2	10	x	-16
CCCc1ccc(C(=O)NC(C)CC2=CCCN(C)C2)cc1 (stereo unspecified)	5	-18	-6
O=S(=O)(C1=Cc2ccccc2CC1)N1CCC2CCCCC2C1 (stereo unspecified)	0	x	-4
CN1CCC(c2n[nH]c(=O)n2CC2CCCCC2)CC1	5	x	-6
O=c1c2ccccc2nc2c3ccccc3c(SCc3ccco3)nn12	7	-5	-5
CCCCNC(=O)N1CCN(c2cc(Cl)nc(SCC(=O)N3CCC4(CC3)OCCO4)n2)CC1C (stereo unspecified)	x	-3	-3
COCc1cnc2c(c1SCC(=O)N(C)c1ccccc1)c(=O)n(C)c(=O)n2C	8	-9	-11
C=C(C)Cn1c(=O)c2c(nc3n2CC(C)CN3c2ccc(Oc3ccccc3)cc2)n(C)c1=O (stereo unspecified)	3	x	-1
Cc1ccc(F)c(NC(=O)CCC(=O)NCCN(C)S(C)(=O)=O)c1	-4	-16	-3
COc1cc2c(cc1-c1cccc(C(F)(F)F)c1)OCC(C)(C)CC2CO (stereo unspecified)	2	1	2
O=C(CCCn1cncn1)N1CCC(c2[nH]ncc2-c2ccccc2)CC1	1	x	5
CC(=O)c1c(C)[nH]c(C(=O)CSc2nc(C)c(C)c(C)c2C#N)c1C	11	x	2
CC(O)C1CCCCN1CCN1C(=O)c2ccccc2C1=O (stereo unspecified)	3	x	2
CCc1ccc(OCC(=O)NC(CS(C)=O)c2ccccc2)cc1 (stereo unspecified)	11	13	13
O=S(=O)(c1ccc(F)cc1)n1cnc2ccccc21	10	-4	-1
CCCn1c(=O)c2c(nc3n2CC(C)=NN3CCN2CCOCC2)n(C)c1=O	9	-8	-3
CN1C(=S)NC2c3ccccc3O[C@@]1(C)C2C(=O)Nc1ccccc1 (stereo partly specified)	3	x	-6
c1ccc(NCc2cnc[nH]2)cc1	22	x	-8
Cc1nonc1C1CCCN1C(=O)c1cn2ccsc2n1 (stereo unspecified)	8	x	-5
COC(=O)CCc1nc2ccccc2[nH]c1=O	4&0	-3	-3&0
Cc1sc2ncn(NC(=O)CSc3ncn[nH]3)c(=O)c2c1C	3	x	-4
NC(=O)c1ccc(N2CCCC2)c(NS(=O)(=O)c2ccc(F)cc2F)c1	6	x	-7
CC(=O)c1ccc(NC(=O)CSc2nnc(Cc3cccs3)n2C)cc1	x	-8	-9
O=C(CCC1CCCN(C(=O)Cc2cccs2)C1)N1CCN(Cc2ccccc2)CC1 (stereo unspecified)	19	x	-9
CCOc1ccccc1NC(=O)CSc1ccc2nnc(-c3ccc(OC)cc3)n2n1	2	-3	-1
O=C1CN(C(=O)Cc2ccc3c(c2)CCO3)c2ccccc2N1	4	-5	-13
Cc1ccc(C(=O)NCC(=O)N(C)Cc2ccc(C)cc2C)cc1	-1	x	-16
Cn1ncc(Br)c1C(=O)N1CCN(C23CC4CC(CC(C4)C2)C3)CC1	x	-4	-12
Cc1noc(C(C)NS(=O)(=O)c2ccc(Br)c(C)c2)n1 (stereo unspecified)	-2	x	3
CCN(CC)c1ccc(CN(CC(C)C)C(=O)Nc2ccccc2OC)c(OS(=O)(=O)c2ccc(OC)cc2)c1	20	-4	-5
COc1cc(Br)cc2cc(S(=O)(=O)c3ccc(F)c(C)c3)c(=O)oc12	3	x	-1
CC(=O)C(C)n1c(CN2CCCC(C)C2)nc2c1c(=O)n(C)c(=O)n2C (stereo unspecified)	0	x	-5
O=C(N[C@H]1CCN2C(=O)N(c3cccc4ccccc34)C(=O)[C@@H]2C1)[C@@H](O)c1ccccc1	-4	-6	-5
C=CCNC(=O)COc1coc(CN2CCN(c3ccc(F)cc3)CC2)cc1=O	-2	-8	-8
CN(CCN1CCCC1=O)C(=O)Nc1cc(Cl)ccc1Cl	-1	x	-3
CCCN1C(=O)C(=Cc2cccc(O)c2)NC1=S	8	-5	-19
O=C(Cn1cc(OCc2ccc(F)cc2)c(=O)cc1CO)NCc1ccccc1Cl	3	-7	-7
CCCCCCc1ccc(C(=O)N(CCCOC)CC(=O)N(CCc2c[nH]c3ccccc23)Cc2ccc(OC)c(OC)c2)cc1	8	-2	-2
CCCCC(=O)N(C)c1c(C)nc2ccc(C(=O)N3CCN(S(=O)(=O)CC)CC3)cn12	7	-2	-5
Cc1ccc2oc(-c3cccc(C)c3OCC(=O)NCc3ccc(F)cc3)nc2c1	-3	-3	-1
C#CCN(CC=C)C(=O)c1cc(OC)ccc1OC1CCN(C(C)=O)CC1	6	x	-9
CN1CCN(c2cccc(Nc3nc4c(-c5ccc(S(C)(=O)=O)cc5)cccn4n3)c2)CC1	3	-10	-11
COc1ccc2[nH]c3c(c2c1)CCN(C(=O)c1c(F)cccc1Cl)C3c1ccc(OCc2ccccc2)cc1 (stereo unspecified)	10	-10	-11
O=C(CN1CCN(S(=O)(=O)c2cccc(F)c2)CC1)N1CCOCC1	-17	0	3
O=C(Cc1nnc(NC(=O)c2ccco2)s1)NCc1ccccc1	-7	-4	-6
O=C(Nc1ccc(F)c(NC(=O)c2ccoc2)c1)c1ccc2c(c1)OCO2	-3	x	2
CCn1c(=O)c2c(nc3n(-c4ccc(F)cc4)c(C)c(C)n23)n(C)c1=O	2	x	-2
Cc1nc(C2CN(CC(=O)Nc3nc4c(s3)CCC4)CCO2)n[nH]1 (stereo unspecified)	4	-16	-10
Cc1ncsc1CCN(C)C(=O)[C@H]1Cc2ccccc2CN1	9	-18	-8
CCOCCC(=O)N1CCN(C)c2cc(F)ccc21	5	x	4

2 entries from above, reformatted.
Compound | NPYLR7 agonist | mcGAS inh | hcGAS lum
O=C(Nc1ccc(F)c(NC(=O)c2ccoc2)c1)c1ccc2c(c1)OCO2 | -3 | x | 2
CCn1c(=O)c2c(nc3n(-c4ccc(F)cc4)c(C)c(C)n23)n(C)c1=O | 2 | x | -2

Carrying on:
SMILES	NPYLR7 agonist	mcGAS inh	hcGAS lum
COc1ccc(NC2CCCN(C(=O)c3ccccc3SC)C2)cc1 (stereo unspecified)	12	x	-7
Cc1sc2nc(CN3CCN(C(C)C#N)CC3)[nH]c(=O)c2c1C (stereo unspecified)	0	x	-5
Cc1sc2c(c1C)CN(Cc1ccco1)CN2C(=O)c1ccco1	-1	x	-4
CCOC(=O)[C@H]1[C@@H](O)C(=O)NC12CCN(C(=O)OCc1ccccc1)CC2	3	-8	-2
O=S(=O)(c1ccc2c(c1)CCCC2)N(CCO)c1ccccc1	3	x	0
CNc1nc2nonc2nc1Nc1ccc(I)cc1	-12	-8	-8
COc1ccc(-c2nc(SC(C)C(=O)NC(C)(C#N)C(C)C)n[nH]2)cc1 (stereo unspecified)	2	x	-13
CN(Cc1n[nH]c2c1CCC2)C(=O)CCNC(=O)c1ccc(F)cc1	1	x	-3
CCOC(=O)CNc1c(-c2cccc(O)c2)nc2ccc(C)cn12	3&4	-9	-3&-5
CCCCS(=O)(=O)N1CCN(C(c2ccccc2)c2ccc(Cl)cc2)CC1 (stereo unspecified)	20	-8	-6
COc1ccc(CC(=O)Nc2ccc(Nc3ccc(-n4ccc(C)n4)nn3)cc2)cc1	-2	-9	-3
COc1ccccc1NC(=O)C1CC(=O)N(C)C(=Nc2ccc(Cl)cc2)S1 (stereo unspecified)	-5	9	6
O=C(c1ccc(S(=O)(=O)N2CCOCC2)cc1)N1Cc2cc3c(cc2C2(CCCC2)C1)OCCO3	0	-5	2
Cc1cccc2c(CCNS(=O)(=O)NCc3ccccc3)c[nH]c12	15	x	-8
CCCCCc1ccc(C(=O)Nc2ccc(N3CCCC3)c(C(=O)NCC3CCCO3)c2)cc1 (stereo unspecified)	0	-3	0

Structures shown so far containing a CF3 group:
SMILES	NPYLR7 agonist	mcGAS inh	hcGAS lum
O=C(CNC(=O)c1ccc(C(F)(F)F)cc1)Nc1ccc2c(c1)OCCCO2	10	x	-16
COc1cc2c(cc1-c1cccc(C(F)(F)F)c1)OCC(C)(C)CC2CO (stereo unspecified)	2	1	2

Remaining list, next part.
SMILES	NPYLR7 agonist	mcGAS inh	hcGAS lum
CC(C)N1C(=O)SC(=Cc2ccc(N3CCCCC3)o2)C1=O	10	-6	-6
CCOc1ccc(NC(=O)Cn2cc(OC)c(=O)cc2CSc2nccc(C)n2)cc1	-2	-10	-2
COc1ccc(Cn2ccnc2CN(Cc2cccnc2)C(=O)CC(C)C)cc1	7	-3	-1
COc1cccc(CNCC2CC(c3ccc(F)cc3)=NO2)c1 (stereo unspecified)	0	-4	-1
C=CCn1c(-c2ccccc2)csc1=Nc1ccccc1OC	-2	x	-1
CCNc1ccnc(CSc2nc3ccsc3c(=O)n2C)c1	10	x	-18
NC(=O)Cn1nc2c3c(cccc3c1=O)-c1ccccc1-2	1	x	7
O=C(COc1ccc(C23CC4CC(CC(C4)C2)C3)cc1)Nc1cccc(C(=O)O)c1	2	x	-6
CCn1ccc(CN(C)C(=O)CSc2nnc(N)s2)n1	5	-13	-16
O=C(CSc1nc(Cl)cc(N2CCN(C(=O)C3CC3)CC2)n1)NCc1cccc(C(F)(F)F)c1	-5	-5	-12
CSc1ncccc1C(=O)N1CCCC(C(=O)c2cccc(C(F)(F)F)c2)C1 (stereo unspecified)	21	-9	-6
CCOC(=O)c1cnc(-c2cccc(C(F)(F)F)c2)nc1N(C)C(C)c1ccccc1 (stereo unspecified)	1	-6	-8
N#Cc1ccc(S(=O)(=O)CCN2CCc3cc(Br)ccc32)cc1	1	-12	-9
O=C(COCC(=O)NCCO)NCCO	4	0	4
CC1(C)CC1(C(=O)NC1CCC(n2cnnc2)CC1)c1cccs1 (stereo unspecified)	2	-13	-6
Cc1ccc(-c2cc(C(=O)NC(C)CCc3ccccc3)n(-c3ccc(F)cc3)n2)cc1C (stereo unspecified)	-2	1	19
COc1ccc(OC)c(S(=O)(=O)NCCc2csc3nc(-c4ccccc4F)nn23)c1	-3	-7	-4
Cc1ccc(C(=O)N(Cc2cccc(OS(=O)(=O)c3ccc(F)cc3)c2)Cc2ccco2)cc1[N+](=O)[O-]	-12	-1	0
CCC(C(=O)N(Cc1cc(NC(=O)COC)ccc1N(C)C)C1CCCCC1)c1ccccc1 (stereo unspecified)	x	-4	-4
Cc1ccc(NC(=O)Cn2nc(-c3cccs3)c3sc(C)nc3c2=O)cc1	2	-7	-4
Cc1nc(NCc2ccco2)sc1C	1	-4	-7
CCN(Cc1noc(C2CCC2)n1)Cc1nccn1C	-5	x	-3
Cc1cc(Cl)c2cc(Br)cc(F)c2n1	13	-11	-5
Cc1sc2ncnc(Sc3nnc(N)s3)c2c1C	-1	x	-6
Cc1c(C(=O)N2CCN(C(=O)c3ccc(Cl)c(Cl)c3)CC2)cc(-c2ccccc2)n1-c1ccc(F)cc1F	10	-2	0
CCCCN(Cc1ccco1)C(=O)C(C)c1ccccc1 (stereo unspecified)	-4	x	-4
O=C(N1CCOC(COCc2ccc(F)cc2Cl)C1)C1(c2ccccc2)CC1 (stereo unspecified)	18	x	-8
COc1ccccc1-c1nc2ccc(C)cn2c1NC(=O)C(C)(C)CCl	-2	-8	-9
CC(/C=C1\N=C(c2ccc(I)cc2)OC1=O)=C\c1ccc2c(c1)OCO2	12	-6	-2
CS(=O)(=O)c1ccccc1C(=O)N(CCN1CCOCC1)c1nc2c(F)cc(F)cc2s1	9	x	-7

In a second layout: entries from further up
| compound | NPYLR7 agonist | mcGAS inh | hcGAS lum |
| --- | --- | --- | --- |
| CCN(Cc1noc(C2CCC2)n1)Cc1nccn1C | -5 | x | -3 |
| Cc1cc(Cl)c2cc(Br)cc(F)c2n1 | 13 | -11 | -5 |
| Cc1sc2ncnc(Sc3nnc(N)s3)c2c1C | -1 | x | -6 |
| Cc1c(C(=O)N2CCN(C(=O)c3ccc(Cl)c(Cl)c3)CC2)cc(-c2ccccc2)n1-c1ccc(F)cc1F | 10 | -2 | 0 |
| CCCCN(Cc1ccco1)C(=O)C(C)c1ccccc1 (stereo unspecified) | -4 | x | -4 |
| O=C(N1CCOC(COCc2ccc(F)cc2Cl)C1)C1(c2ccccc2)CC1 (stereo unspecified) | 18 | x | -8 |
| COc1ccccc1-c1nc2ccc(C)cn2c1NC(=O)C(C)(C)CCl | -2 | -8 | -9 |

The listing continues.
SMILES	NPYLR7 agonist	mcGAS inh	hcGAS lum
O=C(CN1CCOC(C(F)(F)F)C1)N1CCCCC1 (stereo unspecified)	-2	-6	0
CN(Cc1ccc(-c2ccccc2)cc1)C(=O)CN1CSCC1=O	5	-14	-7
C=CCOc1ccc2c(c1)C(=NNc1ccc3c(Cl)cc(Cl)c(O)c3n1)c1cc(OCC=C)ccc1-2	-5	-3	2
COc1ccccc1C(C)(C)NCc1nnc(Cc2ccccc2)o1	1	x	-4
COCCNC(=O)C1(C)Cc2c(-c3ccc(N(C)C)cc3)ccnc2O1 (stereo unspecified)	2	-6	0
